Source: PubChem
AID2073 = inhibitors of Mint1-CaV2.2 protein interaction, biochemical, HTRF (AID 2073). inhibition, % at 20 µM, or IC50 in µM where a hit was titrated. 290,000 tested, 0.19% active. HTRF protein-protein interaction, Mint1-CaV2.2; higher % means a stronger effect; in the data active = inhibition mostly above about 51%, no sharp cut-off; note: some results filed as inactive read as strong as hits
Ins promoter up = MIN6 insulin promoter up-regulation | z-score at 5 µM | MIN6 insulin promoter-GFP reporter, high-content imaging; hits give high values | 190,000 tested, 0.3% active | AID 1625;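 active = z-score above 3 at 5 µM with at least 500 cells counted in the well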
Dynein cargo inh = dynein cargo transport inhibition; AID 1381; z-score, hits read low; 220,000 tested, 0.47% active; 3617.4 mouse cells, GR-EGFP nuclear translocation imaging; test concentration mostly 20 µM; stimulated with dexamethasone, 1 µM; hits give low values;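 active = plate z-score of nuclear minus cytoplasmic receptor signal below a set negative limit, without overly bright fluorescence or cell loss, cut at about -3.5 in these data, passing the limit was not always enough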;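 note: z-score of nuclear minus cytoplasmic ring GR-EGFP intensity difference per well; some compounds called inactive have numbers as strong as hits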
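Schedule: 48 h induction, then 1 h compound, then 30 min agonist, 37 °C. Buffer or medium: tetracycline-free induction medium containing charcoal-stripped FBS. Reagent: 1.0 µM final dexamethasone stimulus. Evaluation: nuclear versus cytoplasmic GR-EGFP signal, averaged per well. Signal: high-content fluorescence imaging after fixation.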
HIV peptide binding = cell-free HIV fusion peptide-binding blockers – biochemical, uHTS, fluorescence dequenching, primary screen (AID 1986); cell-free peptide binding, fluorescence dequenching, 30 min; higher % means a stronger effect; inhibition, % at 20 µM; hits with a dose series show IC50 in µM; 290,000 tested, 0.3% active; in the data active = inhibition mostly above about 52%, no sharp cut-off; inactive = mostly below about 76%; note: some results filed as inactive read as strong as hits
Autophagy HCS = autophagy modulation, high-content screen; calls only at 10 µM (by protocol); 190,000 tested, 0.98% active; MEF GFP-LC3 puncta imaging; test concentration mostly 10 µM;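 active = percentage of spot-positive cells more than 3 SD above its plate mean, without a fluorescence outlier flag or 80% toxicity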;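 note: spot-positive cell cutoff set from DMSO-treated cells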
Yfh1-off respiration = enhancers of respiration in Yfh1-depleted yeast, dose response, Friedreich's ataxia, plus single-dose screen (AID 1465); S. cerevisiae Yfh1-off respiration, WST-1 reduction, 72 h; higher fold induction means a stronger effect; one-dose fold induction at 50 µM; EC50 in µM for titrated hits; 220,000 tested, 0.074% active;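 active = fold induction of absorbance versus untreated yeast above a set limit, then at least 30% activation at any dose in follow-up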;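 note: activators that raise dye reduction in frataxin-depleted yeast; strong numbers were not always called active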
WT yeast gro inh = growth inhibition of WT yeast, mitochondrial fusion screen; 190,000 tested, 2.1% active; inhibition, % at 10 µM; mitochondrial fusion phenotypic screen, WT strain; in the data active = inhibition above about 58%; tested in S. cerevisiae
b-catenin transl = alters nuclear translocation of beta-catenin in HeLa cells; immunofluorescence imaging; 190,000 tested, 0.3% active; nuclear translocation activity, % at 5 µM;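 active = nuclear translocation activity above 50% at 5 µM, with a well cell count of 50 or more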;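 note: per-cell ratio of nuclear to cytoplasmic median beta-catenin stain intensity; plate controls were DMSO negative control for no effect and GSK-3 inhibitor IX positive control for full effect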
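Test system: human HeLa cells, native beta-catenin. Compound dosing: 5 µM primary single dose, 0.1% DMSO, 0.02–20 µM confirmation series. Incubation: compound exposure 24 h at 37°C. Detection: beta-catenin immunostaining with DAPI counterstain, 20x imaging, 6 fields/well. Read-out basis: Nuclear/cytoplasmic beta-catenin signal ratio, % activation.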
MT stabilize HCS = microtubule stabilization, imaging screen. 200,000 tested, 0.83% active. HeLa tubulin immunostaining HCS, 24 h; share of cells brighter than vehicle mean+2SD. AID 2205. % tubulin-high responders, % at 10 µM;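 active = plate Z-score above 3 for both tubulin-high and condensed-nucleus cell shares, with cell loss under 80%, at 10 µM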;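 note: anti alpha tubulin signal scored within the nucleus-defined area of each cell; some results filed as inactive read as strong as hits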
WT yeast gro inh mutant strain = further read-out of WT yeast gro inh, marked with its call; inhibition, %; mitochondrial fusion phenotypic screen, mutant strain inhibition
Dynein cargo inh cytoplasmic EGFP = also measured in Dynein cargo inh; calls as there; z-score; measured here: cytoplasmic GR-EGFP intensity; hits give high values
Dynein cargo inh nuclear GR-EGFP = second read-out of Dynein cargo inh, no call of its own (marks repeat the call); z-score; measured here: nuclear GR-EGFP intensity;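 lower value marks the stronger effect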
Dynein cargo inh cell count = second read-out of Dynein cargo inh, no call of its own (marks repeat the call); z-score; measured here: cell count per field
Ins promoter up cell count = second read-out of Ins promoter up, no call of its own (marks repeat the call); cell count; measured here: cytotoxicity, nuclei count;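 total cells summed across four imaged fields per well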
b-catenin transl cell count 5 µM = recorded beside b-catenin transl, whose call it bears; cell count; measured here: cell count, cytotoxicity flag
MT stabilize HCS Hoechst-high % = also measured in MT stabilize HCS; calls as there; % Hoechst-high responders; measured here: nuclear condensation Hoechst responders;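 share of cells brighter than vehicle mean plus two SD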
MT stabilize HCS cytotoxicity % = second read-out of MT stabilize HCS, no call of its own (marks repeat the call); toxicity, %; measured here: cytotoxicity by cell density;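 0% = mean cell density of plate MIN control wells and 100% = no cells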
Autophagy HCS cell loss 18 h = also measured in Autophagy HCS; calls as there; toxicity, %; measured here: cell loss, nuclei count;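 cell loss after 18 h compound exposure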
* hit, by the source's call. Compounds as they come (roughly 4.2% active in at least one column).

`Clc1nc(NCc2ccco2)nc(N2CCCCC2)n1` gave AID2073 0%, Ins promoter up 0, Dynein cargo inh -0.26, HIV peptide binding 1.0%, Autophagy HCS inactive, Yfh1-off respiration inactive, WT yeast gro inh 6, b-catenin transl 0.0, MT stabilize HCS 4.2, WT yeast gro inh mutant strain 8, Dynein cargo inh cytoplasmic EGFP -0.2, Dynein cargo inh nuclear GR-EGFP 0.38, Dynein cargo inh cell count -0.3, Ins promoter up cell count 1120, b-catenin transl cell count 5 µM 1071, MT stabilize HCS Hoechst-high % 3.4, MT stabilize HCS cytotoxicity % 6.9 and Autophagy HCS cell loss 18 h -6.
Screening O=[N+]([O-])c1ccccc1Oc1cnc2ccccc2n1 returned AID2073 8%, Ins promoter up -0.15, Dynein cargo inh -0.067, HIV peptide binding -1.7%, Autophagy HCS inactive, WT yeast gro inh -15, b-catenin transl -5.3, MT stabilize HCS 2.8, WT yeast gro inh mutant strain 7, Dynein cargo inh cytoplasmic EGFP -0.2, Dynein cargo inh nuclear GR-EGFP 0.0049, Dynein cargo inh cell count 0.11, Ins promoter up cell count 1359, b-catenin transl cell count 5 µM 1130, MT stabilize HCS Hoechst-high % 1.5, MT stabilize HCS cytotoxicity % 8.8 and Autophagy HCS cell loss 18 h -2.
For CCOC(=O)CC(NC(=O)C1c2ccccc2Oc2ccccc21)c1ccccc1Cl (stereo not drawn) the results were AID2073 3%, Dynein cargo inh 0.085, HIV peptide binding -1.3%, Autophagy HCS inactive, Yfh1-off respiration inactive, WT yeast gro inh -9, b-catenin transl -0.8, MT stabilize HCS 3.2, WT yeast gro inh mutant strain 5, Dynein cargo inh cytoplasmic EGFP -0.26, Dynein cargo inh nuclear GR-EGFP 0.082, Dynein cargo inh cell count 0.11, b-catenin transl cell count 5 µM 1144, MT stabilize HCS Hoechst-high % 1.4, MT stabilize HCS cytotoxicity % 4.5 and Autophagy HCS cell loss 18 h 6.
For CN1c2ccccc2C(C)(C)C12C=Cc1cc(O)ccc1O2 (stereo not drawn) the results were AID2073 19%, Ins promoter up -2.9, Dynein cargo inh 2, HIV peptide binding 11%, Autophagy HCS inactive, Yfh1-off respiration inactive, WT yeast gro inh 24, b-catenin transl 3.9, MT stabilize HCS 13, WT yeast gro inh mutant strain 17, Dynein cargo inh cytoplasmic EGFP 5, Dynein cargo inh nuclear GR-EGFP 1.7, Dynein cargo inh cell count -1.6, Ins promoter up cell count 836, b-catenin transl cell count 5 µM 1327, MT stabilize HCS Hoechst-high % 5.6, MT stabilize HCS cytotoxicity % 5.8 and Autophagy HCS cell loss 18 h 10.
For Clc1ccccc1-c1nn2c(-c3ccccn3)nnc2s1 the results were AID2073 -4%, Ins promoter up -0.38, Dynein cargo inh -0.48, HIV peptide binding 2.8%, Autophagy HCS inactive, Yfh1-off respiration inactive, WT yeast gro inh 6, b-catenin transl -7.4, MT stabilize HCS 3.8, WT yeast gro inh mutant strain 20, Dynein cargo inh cytoplasmic EGFP -0.092, Dynein cargo inh nuclear GR-EGFP 0.33, Dynein cargo inh cell count 0.22, Ins promoter up cell count 1009, b-catenin transl cell count 5 µM 1022, MT stabilize HCS Hoechst-high % 2.4, MT stabilize HCS cytotoxicity % 5.3 and Autophagy HCS cell loss 18 h -1.
O=c1[nH]cnc2c1ncn2[C@H]1CC[C@@H](CO)O1 was read as AID2073 10%, Ins promoter up 0.26, HIV peptide binding -1.1%, Yfh1-off respiration inactive, WT yeast gro inh -14, b-catenin transl -2.3, WT yeast gro inh mutant strain 7, Ins promoter up cell count 1482 and b-catenin transl cell count 5 µM 1170.
Screening COc1ccc(N2CCN(C(=O)c3ccc(NS(=O)(=O)c4cccs4)cc3)CC2)cc1 returned AID2073 15%, Ins promoter up -0.17, Dynein cargo inh 1, HIV peptide binding -0.7%, Autophagy HCS inactive, Yfh1-off respiration inactive, WT yeast gro inh 7, b-catenin transl -0.2, MT stabilize HCS 2.0, WT yeast gro inh mutant strain -24, Dynein cargo inh cytoplasmic EGFP -0.27, Dynein cargo inh nuclear GR-EGFP 0.28, Dynein cargo inh cell count -0.99, Ins promoter up cell count 1165, b-catenin transl cell count 5 µM 1046, MT stabilize HCS Hoechst-high % 2.3, MT stabilize HCS cytotoxicity % 6.3 and Autophagy HCS cell loss 18 h 0.
For COc1cc(OC)c(S(=O)(=O)NC(C)C)cc1S(=O)(=O)NC(C)C the results were AID2073 -3%, Ins promoter up -0.62, Dynein cargo inh -0.56, HIV peptide binding -0.3%, Autophagy HCS inactive, Yfh1-off respiration inactive, WT yeast gro inh 0, b-catenin transl -0.3, MT stabilize HCS 2.3, WT yeast gro inh mutant strain -2, Dynein cargo inh cytoplasmic EGFP -0.32, Dynein cargo inh nuclear GR-EGFP -0.22, Dynein cargo inh cell count 0.59, Ins promoter up cell count 1331, b-catenin transl cell count 5 µM 1152, MT stabilize HCS Hoechst-high % 1.6, MT stabilize HCS cytotoxicity % 5.4 and Autophagy HCS cell loss 18 h 17.
`FC(F)(F)c1cc(-c2ccco2)nc(NCc2ccco2)n1` gave AID2073 16%, Ins promoter up -0.5, Dynein cargo inh -1.8, HIV peptide binding 30%, Autophagy HCS inactive, Yfh1-off respiration inactive, WT yeast gro inh -2, b-catenin transl -2.3, MT stabilize HCS 2.8, WT yeast gro inh mutant strain 0, Dynein cargo inh cytoplasmic EGFP -0.18, Dynein cargo inh nuclear GR-EGFP -0.36, Dynein cargo inh cell count 0.88, Ins promoter up cell count 755, b-catenin transl cell count 5 µM 1302, MT stabilize HCS Hoechst-high % 1.4, MT stabilize HCS cytotoxicity % 4.2 and Autophagy HCS cell loss 18 h -4.
Screening Cn1ncc(Br)c1C(=O)N1CCOCC1 returned AID2073 16%, Ins promoter up -0.1, Dynein cargo inh -0.87, HIV peptide binding -0.6%, Autophagy HCS inactive, Yfh1-off respiration inactive, WT yeast gro inh -26, b-catenin transl 0.9, MT stabilize HCS 4.7, WT yeast gro inh mutant strain 12, Dynein cargo inh cytoplasmic EGFP -0.29, Dynein cargo inh nuclear GR-EGFP -0.75, Dynein cargo inh cell count 0.94, Ins promoter up cell count 1100, b-catenin transl cell count 5 µM 479, MT stabilize HCS Hoechst-high % 2.4, MT stabilize HCS cytotoxicity % 4.3 and Autophagy HCS cell loss 18 h -9.
O=C(C1CCCO1)N1CCN(Cc2nc3ccccc3c(=O)[nH]2)CC1 (stereo not drawn) was read as AID2073 8%, Ins promoter up 0.04, Dynein cargo inh 0.56, HIV peptide binding 0.9%, Autophagy HCS inactive, Yfh1-off respiration inactive, WT yeast gro inh 5, MT stabilize HCS 3.7, WT yeast gro inh mutant strain 9, Dynein cargo inh cytoplasmic EGFP -0.2, Dynein cargo inh nuclear GR-EGFP 0.98, Dynein cargo inh cell count -1.3, Ins promoter up cell count 1068, MT stabilize HCS Hoechst-high % 2.7, MT stabilize HCS cytotoxicity % 7.7 and Autophagy HCS cell loss 18 h 31.
CCOc1cc(CNc2ccc3c(c2)OCCO3)cc(Br)c1OC was read as AID2073 -18%, Ins promoter up -1.6, Dynein cargo inh 0.48, HIV peptide binding -1.5%, Autophagy HCS inactive, Yfh1-off respiration inactive, WT yeast gro inh 27, b-catenin transl 143*, MT stabilize HCS 14, WT yeast gro inh mutant strain -14, Dynein cargo inh cytoplasmic EGFP -0.16, Dynein cargo inh nuclear GR-EGFP 0.7, Dynein cargo inh cell count 0.025, Ins promoter up cell count 653, b-catenin transl cell count 5 µM 412*, MT stabilize HCS Hoechst-high % 21, MT stabilize HCS cytotoxicity % 57 and Autophagy HCS cell loss 18 h 61.
O=C(Nc1ccccc1C(=O)O)c1ccc(Br)o1 was read as AID2073 3%, Ins promoter up 0.01, Dynein cargo inh 1.2, HIV peptide binding -0.1%, Autophagy HCS inactive, Yfh1-off respiration inactive, WT yeast gro inh -6, b-catenin transl -2.6, MT stabilize HCS 2.1, WT yeast gro inh mutant strain 1, Dynein cargo inh cytoplasmic EGFP -0.19, Dynein cargo inh nuclear GR-EGFP 1.5, Dynein cargo inh cell count -0.69, Ins promoter up cell count 1435, b-catenin transl cell count 5 µM 1000, MT stabilize HCS Hoechst-high % 2.0, MT stabilize HCS cytotoxicity % 6.7 and Autophagy HCS cell loss 18 h 16.
For Cc1cc(C)c2c(n1)nn1c(N3CCN(c4ccccn4)CC3)cc(C)nc21 the results were AID2073 3%, Ins promoter up 0.55, HIV peptide binding -4.9%, b-catenin transl 2.7, Ins promoter up cell count 1173 and b-catenin transl cell count 5 µM 1026.
For COC(=O)C(C(=O)OC)N1C(=O)CCC1=O the results were AID2073 3%, Ins promoter up -1.3, Dynein cargo inh -1.1, HIV peptide binding -2.3%, Autophagy HCS inactive, Yfh1-off respiration inactive, WT yeast gro inh 2, b-catenin transl -1.7, MT stabilize HCS 3.4, WT yeast gro inh mutant strain 12, Dynein cargo inh cytoplasmic EGFP -0.21, Dynein cargo inh nuclear GR-EGFP -0.39, Dynein cargo inh cell count 0.79, Ins promoter up cell count 1337, b-catenin transl cell count 5 µM 1050, MT stabilize HCS Hoechst-high % 0.2, MT stabilize HCS cytotoxicity % 49 and Autophagy HCS cell loss 18 h 4.
Cn1cccc1/C=N\NC(=O)Cc1ccc(Br)c2ccccc12 was read as AID2073 -1%, Dynein cargo inh -0.22, HIV peptide binding -0.7%, Autophagy HCS inactive, Yfh1-off respiration inactive, WT yeast gro inh 9, MT stabilize HCS 11, WT yeast gro inh mutant strain 4, Dynein cargo inh cytoplasmic EGFP -0.29, Dynein cargo inh nuclear GR-EGFP -0.0042, Dynein cargo inh cell count 0.32, MT stabilize HCS Hoechst-high % 8.4, MT stabilize HCS cytotoxicity % 17 and Autophagy HCS cell loss 18 h 14.
